High-throughput results deposited in PubChem BioAssay by several laboratories.
KCNK9 block = human KCNK9 channel inhibition. Q9NPC2. B-score at 10 µM. AID 488922. 1.2% of 310,000 active. HEK293 KCNK9, FluxOR thallium flux fluorescence; active compounds read low;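 active means ratio B-score over 3 SD below the library mean, with starting fluorescence within 5 SD of its mean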;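 further: negative B-score means less thallium flux so channel inhibition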
hERG rescue = hERG (human) protection from proarrhythmic block. 0.51% of 310,000 active. AID 1511. Q12809. activation (rescue from dofetilide block), less the hit threshold, % at 10 µM. CHO-hERG, FluxOR thallium flux, dofetilide IC70 present;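 active means activation above the mean of controls blocked by dofetilide plus 5 SD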;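 further: thallium influx through hERG after potassium depolarization seen as dye fluorescence rise; in these data hits start at about 4.7%; inactives centre near -7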
HDAC3 inh = blocks human histone deacetylase 3 | inhibition, % at 8.3 µM | recombinant HDAC3, fluorogenic peptide/trypsin coupled, fluorescence | 0.15% of 320,000 active; in the data active means inhibition above about 26%, passing the limit was not always enough
KCNQ1 pot = human KCNQ1 channel potentiation or activation; B-score at 10 µM; P51787; 0.35% of 310,000 active; CHO-K1 KCNQ1, thallium flux FluxOR fluorescence; active compounds read high;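 active means fluorescence ratio B-score, a plate-corrected score, at least three library SD, with initial intensity B-score within 5 SD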
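System: Stable KCNQ1 CHO-K1 line | Incubation: 90 min dye loading and 20 min compound exposure, both at room temperature | Measure: Ratio B score | Medium: Assay buffer for compound exposure, DMSO matched across wells | Compound dosing: Single-concentration screen | Probe or stimulus: K+/Tl+ depolarizing stimulus | Measured by: Kinetic FluxOR fluorescence, 10 s baseline plus 110 s post-stimulus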
KCNK3 block = human KCNK3 channel inhibition, primary screen; B-score at 10 µM; AID 602410; O14649; 0.84% of 340,000 active; CHO-KCNK3 thallium flux, FluxOR fluorescence; active compounds read low;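 active means B-score under library mean minus 4 SD, starting fluorescence ratio at most library mean plus 5 SD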;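 further: more negative B-score means stronger inhibition of thallium flux through KCNK3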
Target sequence (O14649 whole entry, looked up): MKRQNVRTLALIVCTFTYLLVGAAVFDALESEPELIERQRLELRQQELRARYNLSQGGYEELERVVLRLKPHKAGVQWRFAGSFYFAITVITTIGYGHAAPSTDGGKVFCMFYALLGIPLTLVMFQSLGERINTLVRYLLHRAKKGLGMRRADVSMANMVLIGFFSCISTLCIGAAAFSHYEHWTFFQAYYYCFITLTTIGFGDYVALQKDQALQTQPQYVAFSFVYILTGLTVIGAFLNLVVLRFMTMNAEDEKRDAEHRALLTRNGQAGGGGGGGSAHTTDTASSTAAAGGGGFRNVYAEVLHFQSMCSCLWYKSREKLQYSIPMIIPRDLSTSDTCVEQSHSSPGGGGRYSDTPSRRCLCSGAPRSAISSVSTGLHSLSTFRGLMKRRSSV
GSK3A inh = inhibitors of human GSK-3 alpha kinase. P49840. ADP-Glo luminescence, 60 min. inhibition, % at 10 µM. 0.1% of 320,000 active;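 in the data active means inhibition above about 50%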;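 further: GST-tagged GSK-3 alpha with peptide substrate and 25 µM ATP; 0% = DMSO neutral wells and 100% = GW8510 positive control wells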
Target sequence (P49840 whole entry, looked up): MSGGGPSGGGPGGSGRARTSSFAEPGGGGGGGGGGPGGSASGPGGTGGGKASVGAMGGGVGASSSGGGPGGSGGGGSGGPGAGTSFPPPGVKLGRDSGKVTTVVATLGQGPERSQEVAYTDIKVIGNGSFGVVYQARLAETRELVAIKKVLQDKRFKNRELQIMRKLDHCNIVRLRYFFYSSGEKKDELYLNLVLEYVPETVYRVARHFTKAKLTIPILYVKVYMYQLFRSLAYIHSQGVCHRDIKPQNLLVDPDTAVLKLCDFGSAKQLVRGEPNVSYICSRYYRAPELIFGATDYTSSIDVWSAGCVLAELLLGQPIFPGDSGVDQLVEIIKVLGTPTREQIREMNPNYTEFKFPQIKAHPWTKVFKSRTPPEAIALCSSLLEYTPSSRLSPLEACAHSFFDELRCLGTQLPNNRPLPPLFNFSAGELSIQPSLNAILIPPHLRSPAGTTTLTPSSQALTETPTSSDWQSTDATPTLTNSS
DYRK1A inh = blocks rat Dyrk1A kinase activity. Q63470. ADP-Glo luminescence, NFATc1 peptide. inhibition, % at 12.5 µM. 0.43% of 310,000 active. AID 504441; in the data active means inhibition above about 50%;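 further: plate controls were vehicle with enzyme for no effect and no enzyme for full effect; many of its hits are not listed in these tables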
PolyA inhibitor = inhibitors of polyadenylation in S. cerevisiae; S. cerevisiae SKY197-pL101 polyadenylation reporter, beta-gal luminescence; efflux-impaired pdr1/pdr3 knockout yeast; score 100 = 6 SD above DMSO; calls only at 12 µM; 0.02% of 300,000 active; AID 1875;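 active means lowest replicate activity score at least 50, where 100 means six control SD above control mean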;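 further: yeast exposed to compound for 9 h at 30 °C; higher score means more reporter readthrough which indicates perturbed polyadenylation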
RGS4 pot = RGS4 potentiation or activation; HEK293 M3R/inducible RGS4, carbachol calcium flux Fluo4; active compounds read low; B-score at 10 µM; 0.92% of 310,000 active; AID 463111;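 active means B-score of the integrated calcium signal more than 4 SD below the library mean, with starting fluorescence not abnormally high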;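 further: negative B-score means reduced calcium response which marks RGS4 activation or potentiation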
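Detection: kinetic calcium fluorescence imaging with Fluo4-AM dye, 2 µM / Material: HEK293 cells with stable M3R and inducible RGS4 / Schedule: recording 10 s baseline at 1 Hz, 100 s post-agonist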
KCNQ1 inh = human KCNQ1 channel inhibition; P51787; CHO-K1 KCNQ1, FluxOR thallium flux fluorescence; active compounds read high; B-score at 10 µM; 1.3% of 310,000 active;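 active means compounds whose thallium flux B-score, printed positive for inhibition, exceeds three library SD while starting fluorescence stays within three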;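 further: channel opened by potassium depolarization with thallium stimulus after 20 min compound exposure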
GSK3B inh = human GSK3beta kinase inhibition. P49841. GST-GSK3beta kinase, ADP-Glo luminescence, 60 min; active compounds read low. activity score (negative = inhibition), % at 10 µM. 0.038% of 300,000 active;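 active means more than half of replicate wells score below -50%, meaning over 50% inhibition versus plate controls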;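 further: 0% = median DMSO wells and -100% = median GW8510 positive control wells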
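Test system: GST-tagged human GSK3beta kinase, cell-free; evaluation: activity score scaled between in-plate DMSO and GW8510 controls; measured by: ADP-Glo luminescence; incubation: 60 min reaction, RT; benchmarks: DMSO and 20 µM GW8510; reagent: peptide substrate plus 25 µM ATP (final); medium: Tris/MgCl2 kinase buffer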
* hit, by the source's call; i = inactive; / = no result given.

Order of results: KCNQ1 pot	KCNK9 block	DYRK1A inh	PolyA inhibitor	GSK3B inh	RGS4 pot	HDAC3 inh	hERG rescue	KCNQ1 inh	KCNK3 block	GSK3A inh
C/C(=N\Nc1ccc2nncn2n1)c1ccc(Br)s1
 : i	i	1	i	-7	i	2	-6	i	i	-1
O=C(Nc1ccncc1)c1c(F)c(F)c(F)c(F)c1F
 : i	-11*	0	i	-2	i	0	1	i	i	6
C[C@@H]1O[C@@H](OC[C@H]2O[C@@H](Oc3c(-c4ccc(O)cc4)oc4cc(O)cc(O)c4c3=O)[C@H](O)[C@@H](O)[C@@H]2O)[C@H](O)[C@H](O)[C@H]1O
 : i	i	67*	i	-12	i	3	-5	i	i	17
CCn1c(SCC(=O)c2[nH]c(C)c(C(C)=O)c2C)nnc1-c1ccccc1
 : i	i	-1	i	-19	i	3	-10	i	i	-6
CC(=O)N(CCC1(c2ccc(C)cc2)CCOC(C(C)C)C1)Cc1ccco1 (centres undefined)
 : i	i	3	i	1	i	10	-9	i	i	-1
COc1ccc(C(=O)NCC(=O)NCC(=O)OCC(=O)c2ccc(Br)cc2)cc1
 : i	i	-7	i	0	i	-5	-2	i	i	1
COC(=O)c1ccc(S(=O)(=O)N2CCC(c3nc4ccccc4o3)CC2)cc1
 : i	i	0	i	-3	i	3	-6	i	i	5
CCOc1ccc2nc(SC3CC(=O)N(c4ccc(OC)cc4)C3=O)sc2c1 (centres undefined)
 : i	i	1	i	2	i	-4	-11	i	i	1
N#CC(C(=O)CCN1C(=O)C2CC=CCC2C1=O)c1nc2ccccc2[nH]1 (centres undefined)
 : i	i	4	i	/	i	-4	-3	i	i	-1
COc1ccc(NC(=O)CSc2nncn2C)c([N+](=O)[O-])c1
 : i	i	-5	i	-3	i	7	-4	i	i	-5
COc1ccccc1NC(=O)c1cc(S(=O)(=O)N2CCC3(CC2)OCCO3)ccc1F
 : i	i	-5	i	3	i	7	-4	i	i	-1
O=C1N/C(=C\c2ccc(O)cc2)C(=O)c2ccccc21
 : i	i	-14	i	0	i	14	-4	i	i	6
O=C(Cn1nnc(-c2cccs2)n1)NCCc1ccccc1
 : i	i	2	i	-1	i	-1	-4	i	i	-1
CCOC(=O)c1ccc(N2CCOCC2)c(NC(=O)c2ccc3c(c2)OCO3)c1
 : i	i	3	i	2	i	2	-9	i	i	0
O=S1(=O)N=C2CCCCCN2C(c2ccncc2)N1 (centres undefined)
 : i	i	15	i	1	i	1	-6	i	i	-2
O=C(NCc1ccco1)NC(=O)c1csc([N+](=O)[O-])c1
 : i	i	3	i	1	i	-7	-12	i	i	-2
CCOc1cc(C2C(C#N)=C(N)OC(C)=C2C(C)=O)c(Br)c(Br)c1OC(C)C (centres undefined)
 : i	i	8	i	1	i	15	-10	i	i	-1
CCCN1CCN(C(=O)C2CCN(S(=O)(=O)c3ccc4c(c3)NC(=O)C(C)S4)CC2)CC1 (centres undefined)
 : i	i	/	i	-8	i	2	-10	i	i	-1
CCCCOC(=O)c1sc2nc(C)cc(C)c2c1N
 : i	i	/	i	2	i	-23	-9	i	/	-1
Cc1nnc(SCc2c(Cl)cccc2Cl)n(N)c1=O
 : i	i	-3	i	-4	i	-5	-16	i	i	-1
N/C(=N\OC(=O)c1ccc(Cl)cc1Cl)c1cccnc1
 : i	i	1	i	-1	i	1	-6	i	i	1
O=C(Nc1ccc([N+](=O)[O-])cc1)Nc1ccc(N2CCOCC2)c2nonc12
 : i	i	3	i	3	i	3	-31	i	i	-1
O=C(Nc1ccc(F)cc1)Oc1ccccc1N1CCOCC1
 : i	i	-1	i	-1	i	-4	-10	i	i	3
CCC(C)(C)NC(=O)C(c1ccc(C)cc1)N(CC1CCCO1)C(=O)c1csnn1 (centres undefined)
 : i	i	1	i	-1	i	0	-2	i	i	-2
CC(CCc1ccccc1)NC(=O)C(Cc1ccccc1)NS(=O)(=O)c1cccs1 (centres undefined)
 : i	i	-5	i	-1	i	4	-7	i	i	-3
COC(=O)CS(=O)(=O)c1ccc2c(c1)CC(=O)N2
 : i	i	0	i	1	i	1	-2	i	i	-1
O=c1c2ccccc2[nH]c(=S)n1Cc1ccccc1Cl
 : i	i	/	i	3	i	-3	-2	i	i	-1
Cc1cc(Oc2ccccc2)nc(NCc2ccccc2)n1
 : i	i	-11	i	1	i	-2	-7	i	i	0
CNC(=O)CC(C(=O)O)c1ccc(OC(C)C)cc1 (centres undefined)
 : i	i	13	i	1	i	-6	-5	i	i	-1
COc1ccc(S(=O)(=O)NCc2ccccn2)cc1NC(=O)c1ccccc1
 : i	i	-8	i	-4	i	1	-2	i	i	-2

Among those listed so far, these have a cyano group.
Order of results: KCNQ1 pot	KCNK9 block	DYRK1A inh	PolyA inhibitor	GSK3B inh	RGS4 pot	HDAC3 inh	hERG rescue	KCNQ1 inh	KCNK3 block	GSK3A inh
N#CC(C(=O)CCN1C(=O)C2CC=CCC2C1=O)c1nc2ccccc2[nH]1 (centres undefined)
 : i	i	4	i	/	i	-4	-3	i	i	-1
CCOc1cc(C2C(C#N)=C(N)OC(C)=C2C(C)=O)c(Br)c(Br)c1OC(C)C (centres undefined)
 : i	i	8	i	1	i	15	-10	i	i	-1

Further records:
Order of results: KCNQ1 pot	KCNK9 block	DYRK1A inh	PolyA inhibitor	GSK3B inh	RGS4 pot	HDAC3 inh	hERG rescue	KCNQ1 inh	KCNK3 block	GSK3A inh
COc1cc(C(=O)n2nc(C)cc2C)ccc1O
 : i	i	0	i	1	i	14	-2	i	i	-2
O=C(Nc1ccc2nn(-c3ccccc3)nc2c1)c1cccs1
 : i	i	/	/	-3	i	-22	-3	i	i	5
O=S1(=O)CCN2C(c3cccc4ccccc34)=CSC2=N1
 : i	i	2	i	-1	i	/	5	i	i	0
C/C(N)=C(/C#N)C(=O)COC(=O)c1cccc2ccccc12
 : i	i	1	i	1	i	-7	-6	i	i	-1
COc1ccccc1NC(=O)c1ccc2c(O)c(S(=O)(=O)c3ccccc3)c(=O)[nH]c2c1
 : i	i	6	i	4	i	-3	-7	i	i	-1
CC1=CC(=C2C(=O)c3ccccc3C2=O)C=C(C)O1
 : i	i	-1	i	0	i	0	-5	i	i	0
Cc1nc2sc(C(c3cccc(F)c3)N3CCC(O)CC3)c(O)n2n1 (centres undefined)
 : i	i	6	i	4	i	2	-7	i	i	0
O=C(NN1S(=O)(=O)c2ccccc2S1(=O)=O)c1ccc(Br)cc1
 : i	i	4	i	4	i	-2	-5	i	i	-3
Cc1cccc(NC(=O)CSc2nnc([C@@H](N)Cc3ccccc3)o2)c1C
 : i	i	-1	i	3	i	0	-16	i	i	-6
C/C(=N\Nc1ccc(F)cc1F)c1ccc(Br)s1
 : i	i	-5	i	-4	i	5	-10	i	i	4
CCOc1ccccc1NC(=O)Cn1cnc2c(cnn2-c2ccc(C)c(C)c2)c1=O
 : i	i	-6	i	1	i	-2	-5	i	i	-6
CCCCn1c(N)c(N(CCOC)C(=O)CSCc2cccc(C)c2)c(=O)[nH]c1=O
 : i	i	1	i	-4	i	0	-12	i	i	0
O=C(Nc1ccn(Cc2ccc(Cl)cc2)n1)c1ccc2c(c1)OCO2
 : i	i	8	i	0	i	4	-4	i	i	-6
CC1CCc2c(sc(N)c2C(N)=O)C1 (centres undefined)
 : i	i	16	i	-1	i	8	-9	i	i	13
COc1ccc(S(=O)(=O)N(CC(=O)Nc2ccc(S(=O)(=O)N3CCOCC3)cc2)Cc2ccc(F)cc2)cc1
 : i	i	4	i	-2	i	-1	-10	i	i	-3
COC(=O)[C@@H](N)CS
 : i	i	8	i	3	i	-1	-6	i	i	-1
O=C(Nc1sc2c(c1C(=O)O)CCCCC2)c1cccnc1
 : i	i	/	i	-1	i	-3	-6	i	i	-5
O=C(NCc1nnc(SCC(=O)N2CCc3ccccc32)o1)c1ccco1
 : i	i	5	i	0	i	/	-7	i	i	1
CCN(C(=O)COC(=O)C1CCN(S(=O)(=O)c2ccc(C)c(C)c2)CC1)C1CCS(=O)(=O)C1 (centres undefined)
 : i	i	-11	i	0	i	7	-9	i	i	-3
CCCS(=O)(=O)N1CCc2ccc(NC(=O)C3CCCO3)cc2C1 (centres undefined)
 : i	i	0	i	-2	i	-10	-6	i	i	0
O=C(CNC(=O)c1cccs1)N/N=C/c1ccccc1[N+](=O)[O-]
 : i	i	-1	i	2	i	0	-7	i	i	-3
O=C(CN1CCCCCC1)Nc1cccc2c1OCO2
 : i	i	7	i	-1	i	/	0	i	i	1
COc1ccc(C(=O)Nc2ccc(S(=O)(=O)N3CCCCC3)cc2)cc1OC
 : i	i	-4	i	-3	i	1	-8	i	i	-4
COc1ccc(NC(=O)COc2ccc3oc(=O)cc(C)c3c2)cc1
 : i	i	12	i	0	i	-5	-7	i	i	7
COc1ccc(/C=N/NC(=O)CSCC(=O)Nc2ccccc2)cc1OC
 : i	i	11	i	-4	i	-10	-5	i	i	-1
CCCCNC(=O)c1onc(CSc2ccncc2)c1C(=O)NCCCC
 : i	i	-1	i	-4	i	4	-10	i	i	-1
Cc1ccc(C)n1C1CCS(=O)(=O)C1 (centres undefined)
 : i	i	-33	i	3	i	-5	-4	i	i	-9
O=C(CCN1C(=O)c2ccccc2S1(=O)=O)Nc1ccccc1
 : i	i	0	i	2	i	-7	-10	i	i	0
COCCOC(=O)/C(=C\c1cc(C(C)(C)C)c(O)c(C(C)(C)C)c1)C(C)=O
 : i	i	-5	i	1	i	/	-12	i	i	-5
COc1ccc2c(c1)[nH]c1c(=O)n(/N=C/C3C(C)C=C(C)CC3C)c(=O)[nH]c12 (centres undefined)
 : i	i	2	i	-5	i	4	-14	i	i	3
CC1CCCCN1CCCNC(=O)CN1C(=O)c2cccnc2Oc2ccccc21 (centres undefined)
 : i	i	-1	i	-2	i	-11	-7	i	i	-1
S=C(Nc1ccc(Oc2ccccc2)cc1)N1CCN(c2ccccn2)CC1
 : i	i	-2	i	-1	i	5	-3	i	i	0
CC(O)/C=C/c1cccc[n+]1C (centres undefined)
 : i	i	-7	/	/	i	15	-3	i	i	0
CCc1cccc2sc(NC(=O)c3ccc(N4C(=O)CCC4=O)cc3)nc12
 : i	i	1	/	-1	i	3	-8	i	i	-1
COC(=O)c1ccc(Oc2c(Cl)cccc2[N+](=O)[O-])cc1
 : i	i	-2	i	3	i	5	-10	i	i	7
C=CCNC(=O)c1oc2ccc(S(=O)(=O)N3CCCCC3)cc2c1C
 : i	i	7	i	-3	i	2	-5	i	i	-1

Not all compounds are listed. The share of hits here may be higher or lower than overall.
